High-throughput results: PubChem BioAssay, several laboratories
GC-B act – GC-B (human) receptor activation; HEK293-GC-B cells, CNP EC30, cGMP TR-FRET; 0% at EC30 CNP, 100% saturating CNP; activation, % at 10 µM; actives 0.11% (n = 370,000); AID 1920062;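 active = activation at 10 µM reaching about 35% in either raw or pattern-adjusted values, limit read from the data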
Tn6 DDE FP – inhibitors of Tn6 peptide binding to human fibrin DD(E) | P02675 | Fibrin DD(E) TRITC-Tn6 fluorescence polarization displacement | inhibition, % at 8.3 µM | actives 0.21% (n = 370,000);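 active = inhibition above a per-campaign cutoff: mean of compounds within control limits plus 3 SD, cut at about 15% in these data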;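 note: 0% = median of all compound wells on the plate and 100% = blocking peptide control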
ADAM10 inh – ADAM10 inhibition, QFRET primary screen; recombinant ADAM10, EDANS/DABCYL FRET peptide cleavage, 3 h; actives 0.62% (n = 370,000); inhibition, % at 7 µM;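 active = inhibition above a per-campaign cutoff equal to the mean of compounds falling between control-based bounds plus 3 SD, cut at about 20% in these data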;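 note: 0% = DMSO wells while the 100% control is not disclosed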
HGIII-sPLA2 inh – Inhibits HGIII-sPLA2 liposome hydrolysis, primary screen; Q9NZ20; QFRET BODIPY PC-A2 liposome hydrolysis, fluorescence; inhibition, % at 12.2 µM; actives 0.56% (n = 370,000); AID 743126;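 active = inhibition above mean plus 3 SD of compounds lying within the high and low control bounds, cut at about 19% in these data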;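 note: 0% = median of test compound wells and 100% = no enzyme DMSO wells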
GAA850 FXN act – frataxin GAA850 promoter activation; HEK293 lucGAA850 FXN promoter luciferase reporter, 24 h; percent of 10 µM SAHA response; activation, % at 6 µM; actives 0.56% (n = 360,000);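 active = activation above the average of all compounds screened plus 3 SD, cutoff fixed separately per campaign, cut at about 7.5% in these data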;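 note: 0% = DMSO wells and 100% = 10 µM SAHA wells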
GC-A act – GC-A (human) enzyme activation | P16066 | HEK293 GC-A cells, cGMP TR-FRET, EC30 ANP; 0% at EC30 ANP, 100% saturating ANP | activation, % at 10 µM | actives 0.14% (n = 370,000) | AID 1671463; in the data active = activation above about 40%
Target sequence (P16066 whole entry, looked up): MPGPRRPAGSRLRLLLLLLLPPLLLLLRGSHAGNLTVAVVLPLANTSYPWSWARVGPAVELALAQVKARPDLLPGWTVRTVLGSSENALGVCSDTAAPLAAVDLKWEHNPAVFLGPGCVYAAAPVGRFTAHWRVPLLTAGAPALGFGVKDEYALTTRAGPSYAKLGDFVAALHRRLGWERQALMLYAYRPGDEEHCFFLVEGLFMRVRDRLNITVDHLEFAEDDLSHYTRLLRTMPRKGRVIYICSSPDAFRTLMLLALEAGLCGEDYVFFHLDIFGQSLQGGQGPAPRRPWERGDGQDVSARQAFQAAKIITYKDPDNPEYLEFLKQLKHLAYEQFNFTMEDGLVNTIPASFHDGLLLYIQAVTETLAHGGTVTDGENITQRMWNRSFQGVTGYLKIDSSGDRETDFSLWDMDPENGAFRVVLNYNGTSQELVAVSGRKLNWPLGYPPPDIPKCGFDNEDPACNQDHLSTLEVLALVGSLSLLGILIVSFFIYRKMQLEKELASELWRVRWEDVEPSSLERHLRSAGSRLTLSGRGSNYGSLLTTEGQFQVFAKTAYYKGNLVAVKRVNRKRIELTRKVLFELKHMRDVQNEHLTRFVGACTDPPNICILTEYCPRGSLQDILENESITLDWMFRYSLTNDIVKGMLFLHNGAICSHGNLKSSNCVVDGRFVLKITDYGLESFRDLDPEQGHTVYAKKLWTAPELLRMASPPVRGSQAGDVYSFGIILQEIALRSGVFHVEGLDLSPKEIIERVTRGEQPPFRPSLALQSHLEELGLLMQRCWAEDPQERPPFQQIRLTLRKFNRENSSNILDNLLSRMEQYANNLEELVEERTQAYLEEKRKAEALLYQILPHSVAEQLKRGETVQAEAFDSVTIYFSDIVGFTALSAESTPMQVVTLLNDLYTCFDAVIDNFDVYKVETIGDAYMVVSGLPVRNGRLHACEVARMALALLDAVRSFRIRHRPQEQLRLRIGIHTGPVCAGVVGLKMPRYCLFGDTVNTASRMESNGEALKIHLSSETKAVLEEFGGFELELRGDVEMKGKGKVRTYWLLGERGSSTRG
ARFGAP1 inh – inhibitors of rat ARFGAP1; Q62848; Arfgap1-stimulated ARF1 GTP hydrolysis, GDP FP detection; inhibition, % at 16.5 µM; actives 0.26% (n = 360,000);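 active = inhibition above a per-plate limit, mean inhibition of low control wells plus 3 SD, cut at about 25% in these data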;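 note: 0% = DMSO wells with enzyme and 100% = wells lacking Arfgap1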
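Material – truncated rat Arfgap1 GAP domain · Buffer or medium – HEPES-based buffer, pH 7.5 · Reagent – human ARF1(Δ1-17)-GTP substrate · Dosing – 16.5 µM single point, 1.26% DMSO · Schedule – GTP hydrolysis reaction 2 h at 25 °C · Technique – GDP detection by fluorescence polarization · Benchmarks – No-Arfgap1 wells (100%) versus DMSO full-reaction wells (0%) · Repeats – single replicate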
rCAG RNA binder – r(CAG) repeat RNA binding. TO-PRO-1 dye displacement fluorescence. inhibition, % at 3 µM. actives 1.3% (n = 370,000). AID 651821;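 active = inhibition above the plate cutoff, the mean of all test compounds on that plate plus 3 SD, cut at about 35% in these data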;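 note: 0% = DMSO alone and 100% = 100 µM mitoxantrone as full dye displacement; higher means more dye released from RNA so lower well fluorescence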
ASAP1 inh – inhibitors of human ASAP1 ArfGAP activity | ASAP1-stimulated ARF1 GTP hydrolysis, GDP FP detection | actives 0.19% (n = 360,000) | inhibition, % at 16.5 µM | AID 624377 | Q9ULH1; in the data active = inhibition above about 25%;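 note: 0% = vehicle with enzyme and substrate and 100% = no enzyme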
KLK7 zymogen act – activates the human kallikrein-7 zymogen. P49862. purified proKLK7, EDANS-DABCYL substrate fluorescence; 100% is mature enzyme control, 0% vehicle. activation, % at 7 µM. actives 0.9% (n = 370,000);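 active = activation above the mean of all tested compounds plus 3 SD, computed per campaign excluding outliers beyond control limits, cut at about 13% in these data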
Active calls of the source: *; i = inactive; nt = no result given.

SMILES	GC-B act	Tn6 DDE FP	ADAM10 inh	HGIII-sPLA2 inh	GAA850 FXN act	GC-A act	ARFGAP1 inh	rCAG RNA binder	ASAP1 inh	KLK7 zymogen act
CCCCn1c(N)c(N(CCOC)C(=O)CCC2CCCCC2)c(=O)[nH]c1=O	3	-4	-11	-1	-0.4	0	3	-2	3	0.4
C[C@H]1COc2cc(N3CC[C@H](O)C3)ccc2S(=O)(=O)N1	6	0	-5	16	nt	2	7	-1	14	0.3
CCC(c1nc2ccccc2c(=O)n1CCCn1ccnc1)N1C(=O)c2ccccc2C1=O (stereo not drawn)	-15	-2	-7	-11	3.1	-32	-4	-9	8	0.5
O=C(O)CC/C(=N/NC(=O)c1cn(-c2ccccc2)nc1-c1ccccc1)C(=O)O	9	-8	1	-10	1.9	2	10	17	-5	-0.3
CC(OC(=O)c1cccc(S(=O)(=O)N2CCCCC2)c1)C(=O)NC1CCCCC1C (stereo not drawn)	3	-3	1	-2	0.3	2	-2	-4	-1	-0.6
C/C(=N\NC(=O)c1ccc(F)cc1)c1ccc(NC(=O)Cc2ccccc2)cc1	0	-2	-7	-5	0.5	2	6	0	3	0.0
COc1ccc(Nc2nc(N)nc(CSC(=S)N3CCC(C)CC3)n2)cc1	-2	-4	9	4	4.5	-1	11	-6	-8	-0.2
CCN(Cc1ccncc1)C(=O)Cc1cccs1	6	-1	-2	8	2.6	-2	5	-1	-9	0.4
Cc1ccc(Cn2c(=N)c(C(=O)NCC3CCCO3)cc3c(=O)n4ccccc4nc32)cc1 (stereo not drawn)	27	2	i	1	0.9	34	6	3	10	-0.7
COc1ccc(OC)c(C=NN=Cc2cc(OC)ccc2OC)c1	-8	-8	-29	6	0.3	-9	0	5	9	-4.4

As a working copy, part of the list above.
SMILES	GC-B act	Tn6 DDE FP	ADAM10 inh	HGIII-sPLA2 inh	GAA850 FXN act	GC-A act	ARFGAP1 inh	rCAG RNA binder	ASAP1 inh	KLK7 zymogen act
CCCCn1c(N)c(N(CCOC)C(=O)CCC2CCCCC2)c(=O)[nH]c1=O	3	-4	-11	-1	-0.4	0	3	-2	3	0.4
C[C@H]1COc2cc(N3CC[C@H](O)C3)ccc2S(=O)(=O)N1	6	0	-5	16	nt	2	7	-1	14	0.3

More structures:
SMILES	GC-B act	Tn6 DDE FP	ADAM10 inh	HGIII-sPLA2 inh	GAA850 FXN act	GC-A act	ARFGAP1 inh	rCAG RNA binder	ASAP1 inh	KLK7 zymogen act
CCOC(=O)c1nnn(-c2nonc2N)c1CSc1nnc(N)s1	-1	-7	0	-3	-0.8	2	6	3	-4	0.0
C(=N\NC1=Nc2cccc3cccc1c23)/c1cccnc1	-8	-3	2	-4	3.6	-11	5	3	11	0.6
O=C1c2ccccc2CN1CCSC(=S)N1CCOCC1	0	4	-3	21*	5.1	4	-7	-5	1	0.4
O/N=C(\c1ccc2c(c1)OCCO2)C1CCCCC1	1	0	0	1	2.6	-2	5	0	-7	-0.1
C=CCn1c(-c2ccoc2)n[nH]c1=S	3	-1	-4	4	1.1	-2	5	1	5	-0.6
CCc1nnc(NC(=O)CCC(=O)Nc2ccc(Cl)cc2)s1	-2	4	1	5	1.0	6	0	-1	-2	-0.9
COCC(C)n1c(C)cc(C(=O)CSc2nnnn2C2CCCC2)c1C (stereo not drawn)	-1	5	-7	-4	-5.5	1	3	5	-9	-0.2
COc1ccc(C(CNC(=O)CCOc2ccccc2)N(C)C)cc1 (stereo not drawn)	4	4	-4	-1	1.1	-2	3	-5	-3	-0.4
COCCN(C(=O)COC(=O)C1CCC(C(C)(C)C)CC1)c1c(N)n(Cc2ccccc2)c(=O)[nH]c1=O (stereo not drawn)	6	-5	3	-20	-0.7	-2	-5	-2	-9	-0.2
O=c1cc(N2CCc3ccccc32)[nH]c(=O)n1-c1ccc(Cl)cc1	-3	8	-15	13	2.5	3	-2	3	1	0.0
COc1ccccc1N1CCN(C(=O)c2ccc(N3CCCCS3(=O)=O)cc2)CC1	-6	-5	13	5	2.9	0	-2	-1	15	-0.2
CCCCn1c(N)c(N(CCC(C)C)C(=O)COC(=O)c2ccccc2)c(=O)[nH]c1=O	3	-2	-9	1	-0.7	-2	-16	-4	-1	-0.2
O=C(O)c1nn(CCOc2c(Cl)cccc2Cl)c(=O)c2ccccc12	5	3	8	2	-8.5	3	1	1	-14	0.8
O=C(NCCc1ccc(O)c(Br)c1)c1ccc(Br)o1	-1	-7	-11	4	nt	1	-2	7	-13	0.3
CCCc1cc(NCCCN(C)C)n2c(nc3ccccc32)c1C#N	-12	-1	i	-7	1.8	-18	10	2	-5	83*
COc1ccc(NC(=O)COc2ccc(C(=O)NC3CCCc4ccccc43)cc2OC)cc1 (stereo not drawn)	-7	2	3	2	2.8	-7	-3	0	-1	0.5
Cc1ccc([N+](=O)[O-])cc1NC(=O)c1ccoc1C	-4	5	6	-5	2.4	0	12	6	-4	-0.3
CCCn1c(N/N=C\C=C\c2ccccc2)nc2c1c(=O)[nH]c(=O)n2C	-6	3	3	3	1.1	-4	-2	13	-1	-15
O=C1CCCC2=C1C(c1cn(-c3ccccc3)nc1-c1cccs1)c1c([nH]c(=O)[nH]c1=O)N2 (stereo not drawn)	1	0	-11	-4	0.0	-6	-11	39*	15	0.2
CCOC(=O)C1(CCOc2ccccc2)CCN(CCCn2cccn2)CC1	-3	7	-15	3	1.0	0	-15	-11	5	-0.1
CCOC(=O)C1(C)CCN1C(=O)c1ccccc1Br (stereo not drawn)	1	-3	1	-1	-0.6	-5	11	0	6	0.4
COC(=O)N/C(C)=C1/NC(=O)c2ccccc2C(c2ccccc2)N1 (stereo not drawn)	-4	-2	3	2	-0.2	-2	-2	7	-10	0.0
CCCCCc1nc(-c2nonc2N)no1	4	3	-7	-1	2.0	6	-12	-2	6	0.2
Cc1nc(-c2ccc(S(=O)(=O)Oc3ccc(Cl)cc3Cl)s2)cs1	2	-4	-8	7	-0.3	-7	-1	4	-7	-1.1
CCCCCCC1CCC(c2nc(-c3ccncc3)no2)CC1 (stereo not drawn)	-10	-4	1	-1	-0.2	-5	10	-2	-10	0.3
O=C(CCSc1ccc(Cl)cc1)NN=C1CCCCCC1	0	7	9	-11	2.1	0	-10	3	-1	-0.5
Cc1cccc(NC(=O)CSCC(=O)Nc2cc(C(F)(F)F)ccc2N2CCOCC2)c1	-12	0	5	-20	14*	-20	-11	-1	-16	0.2
Cc1ccccc1NC(=O)CSCc1cc(=O)n2ccsc2n1	0	0	-5	5	2.9	-2	10	-1	-4	-0.6
Cc1ccc(S(=O)(=O)N2CC[C@@H]2C(=O)O)cc1	0	4	-9	0	0.5	1	-4	-2	-4	0.2
CCN(CC)S(=O)(=O)c1ccc(N2CCOCC2)c(NC(=O)COc2ccccc2C)c1	12	-5	-17	14	0.9	15	8	0	2	0.0

Profiles as entered above. Screens in order: GC-B act	Tn6 DDE FP	ADAM10 inh	HGIII-sPLA2 inh	GAA850 FXN act	GC-A act	ARFGAP1 inh	rCAG RNA binder	ASAP1 inh	KLK7 zymogen act
Profile of Cc1ccccc1NC(=O)CSCc1cc(=O)n2ccsc2n1 = 0	0	-5	5	2.9	-2	10	-1	-4	-0.6
Profile of CCCCCc1nc(-c2nonc2N)no1 = 4	3	-7	-1	2.0	6	-12	-2	6	0.2
Profile of Cc1nc(-c2ccc(S(=O)(=O)Oc3ccc(Cl)cc3Cl)s2)cs1 = 2	-4	-8	7	-0.3	-7	-1	4	-7	-1.1

The listing continues.
SMILES	GC-B act	Tn6 DDE FP	ADAM10 inh	HGIII-sPLA2 inh	GAA850 FXN act	GC-A act	ARFGAP1 inh	rCAG RNA binder	ASAP1 inh	KLK7 zymogen act
Cc1ccc(C)c(OCCC(=O)N2CCN(S(=O)(=O)c3cc(C)ccc3C)CC2)c1	-2	4	3	-3	0.9	-2	10	-2	-2	-0.1
COc1ccc(S(=O)(=O)N2CCN(C(=O)C3CCCO3)CC2)cc1 (stereo not drawn)	-2	2	-2	-2	1.9	0	4	-2	7	0.3
Cc1c(C(=O)c2no[n+]([O-])c2C(=O)c2cnn(C)c2C)cnn1C	3	16*	-3	6	-2.5	-3	0	1	2	0.0
COCC1=C(C(=O)OC)C(c2ccco2)n2ncnc2N1 (stereo not drawn)	-1	6	1	3	-0.4	-6	-7	5	1	-0.1
CC(C)c1ccc(S(=O)(=O)N(C)C2(C)CCS(=O)(=O)C2)cc1 (stereo not drawn)	4	-3	-6	4	-0.7	5	-18	-6	2	0.5
CCCn1nc2cc(C(=O)NCc3ccc(OC(F)(F)F)cc3)ccc2c1OCC	-4	0	i	-17	0.1	-5	4	-9	8	-12
Cc1ccccc1Nc1nc(N)nc(COC(=O)/C=C/c2ccco2)n1	-3	6	-8	-4	0.3	0	1	5	2	-0.7
OCCC1CN(Cc2ccc(F)cc2)CCN1CCCc1ccccc1 (stereo not drawn)	3	-2	-12	10	-0.8	1	3	-11	4	-0.2
Cc1ccc(C)c(NC(=O)Cn2nc(C)c3ccccc3c2=O)c1	0	1	2	4	-2.5	0	20	-4	12	0.3
CCN1CCCC1CNC(=O)Cn1cc(C)c(=O)[nH]c1=O (stereo not drawn)	0	-4	-2	-2	0.7	-2	13	2	9	0.3
CCOC(=O)c1sc(SCc2ccccc2)c2c1CC(C)(C)CC2=O	0	-1	-5	4	4.4	-1	0	4	6	-0.3
CCOc1ccc(NC(=O)CN(C)C(=O)c2cc(-c3ccco3)nc3ccccc23)cc1OCC	10	-8	i	-21	-1.4	6	3	3	7	-60
COc1cccc(NC(=O)c2cc([N+](=O)[O-])ccc2NCc2cccnc2)c1	6	3	10	-12	-0.3	10	13	8	9	0.3
C=C(C)Cn1c(CCNC(=O)c2ccco2)nc2ccccc21	-2	-3	-3	-3	0.6	1	9	-2	-4	0.0
O=S(=O)(NCCc1ccncc1)c1ccccc1	-3	7	-2	-6	-1.6	1	-4	-1	-23	-1.2
O=C(CNS(=O)(=O)N1CCOCC1)N/N=C/c1cccnc1	-3	-1	0	2	1.6	4	2	1	-4	0.7
Cc1ccc(-n2c(SCC(=O)N3c4ccccc4Sc4ccccc43)nnc2-c2ccncc2)cc1	-3	-1	13	-1	1.4	-13	4	2	2	-0.1
COc1ccc(C2=NN(S(C)(=O)=O)C(c3cccs3)C2)cc1 (stereo not drawn)	1	-9	0	-1	4.4	-1	6	-2	-6	0.3
CCN(CC)S(=O)(=O)c1ccc(N2CCOCC2)c(NC(=O)CCOc2ccccc2)c1	1	-4	1	-10	3.2	0	10	1	-4	-0.2
COc1ccc(-c2nc(CSCC(=O)NCc3ccc4c(c3)OCO4)c(C)o2)cc1OC	-6	6	-8	-6	-0.3	-6	-9	1	-6	0.2
COc1ccccc1NS(=O)(=O)c1ccc(N2CCOCC2)c(NC(=O)c2ccco2)c1	-2	-4	10	-4	1.6	-6	-5	3	-4	-0.1
COc1ccc(C(C)=O)cc1CSCCC#N	-1	4	3	-1	1.7	2	-10	-1	4	0.9
Cc1cccc(NC(=O)NNC(=O)c2ccc(C)c([N+](=O)[O-])c2)c1	-1	-2	3	-14	-0.2	-2	-9	3	4	0.2
O=C1C=C(N(CCO)CCO)C2(CCCCC2)O1	3	2	-4	-2	-3.1	4	5	0	9	0.5
CCOC(=O)N1CCC(NC2CCCCCCC2)CC1	-2	7	4	-2	-1.4	3	10	-2	5	0.7
